Rab9 prom act = activators of Rab9 promoter. Huh7 Rab9 promoter-luciferase reporter, luminescence, 24 h. Potency, µM (titrated, usually from 9.22 µM), without a hit: at the highest dose activation, negative = inhibition, hits mostly activators. hit rate 2.8% among 320,000. AID 485297; further: potency means the concentration at half of the fitted maximal effect; % of control where 0% means no effect; nearly all actives have a fitted effect of over 60% in size
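Huh7 reporter line, Rab9 promoter upstream of luciferase. Compound exposure 24 h at 37 °C in reduced-serum medium with 10% FBS. Read-out: luminescence.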
ELG1 genotoxic = induces genotoxicity in HEK293T cells with luciferase-tagged ELG1. hit rate 1.3% among 330,000. Potency, µM (titrated, usually from 46 µM), for the others: at the top dose activity change, positive = activation, most hits filed as activators. HEK293T ELG1-luciferase reporter, luminescence, 16 h; further: potency means the concentration at half of the fitted maximal effect; % of control where 0% means no effect; nearly all actives have a fitted effect of over 60% in size
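HEK293T cells expressing luciferase-tagged ELG1 were treated with compound or DMSO for 16 hr at 37°C. Luciferase activity was then read after 30 min with ONE-Glo at room temperature; rising signal flags genetic stress.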
Giardia kill = Giardia lamblia killing; Giardia lamblia trophozoite viability; activity change, % at 7.66 µM, hits read low; hit rate 0.15% among 340,000; in the data active means activity change below about -80%; inconclusive means between about -30% and that limit;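 further: parasites exposed to compound for two days anaerobically before the ATP read; on the % scale 0 is the no-effect control and ±100 the full control effect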
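Giardia trophozoites, 100 cells per well, were exposed to compounds for 48 hrs at 37 deg C under anaerobic conditions; viability was then read as ATP content by bioluminescence after 15-30 min at room temperature.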
VP16 counter = counter-screen for ROR gamma inhibitors: Gal4-VP16 reporter | Potency, µM (titrated, usually from 53.6 µM), without a hit: at the highest dose activity, negative = inhibition, hits mostly inhibitors | hit rate 3.5% among 310,000 | Drosophila S2 Gal4-VP16 UAS-luciferase, luminescence, 20 h | AID 2546;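 further: Gal4-VP16 expression switched on by copper sulfate through the metallothionein promoter; potency means the concentration at half of the fitted maximal effect; on the % scale 0 is the no-effect control and ±100 the full control effect; nearly all actives have a fitted effect of over 50% in size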
PKM2 activator = activators of human pyruvate kinase M2. P14618. AID 1631. hit rate 0.34% among 260,000. purified PKM2, Kinase-Glo ATP luminescence, activation; response scale: 0% is enzyme alone, no compound. Potency, µM (highest dose often 57.5 µM), for inactives: top-dose activation, usual class: activators; further: potency means the concentration at half of the fitted maximal effect; on the % scale 0 is the no-effect control and ±100 the full control effect; nearly all actives have a fitted effect of over 55% in size
Target sequence (P14618 whole entry, looked up): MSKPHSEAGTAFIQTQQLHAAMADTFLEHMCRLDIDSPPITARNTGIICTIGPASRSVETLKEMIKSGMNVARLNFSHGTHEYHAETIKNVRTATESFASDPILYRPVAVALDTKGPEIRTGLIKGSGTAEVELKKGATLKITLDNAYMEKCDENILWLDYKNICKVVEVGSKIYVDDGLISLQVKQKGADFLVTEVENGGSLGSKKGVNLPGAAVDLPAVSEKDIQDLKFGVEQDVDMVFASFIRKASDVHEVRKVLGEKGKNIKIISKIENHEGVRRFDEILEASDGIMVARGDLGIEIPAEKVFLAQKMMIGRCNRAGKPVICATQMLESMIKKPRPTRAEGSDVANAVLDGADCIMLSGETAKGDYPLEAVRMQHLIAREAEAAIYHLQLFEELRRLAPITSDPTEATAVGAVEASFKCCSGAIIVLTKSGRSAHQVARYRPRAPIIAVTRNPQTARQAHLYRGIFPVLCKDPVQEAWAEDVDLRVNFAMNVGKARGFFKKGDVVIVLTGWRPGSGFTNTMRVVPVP
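Purified hPK-M2 (>95% pure) converted ADP (0.1 mM final) to ATP with 0.5 mM PEP in 50 mM imidazole pH7.2, KCl, MgCl2, Tween 20, BSA; 1 h at room temperature. ATP detected by Kinase-Glo luminescence.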
NPC1 prom act = activates the NPC1 promoter. Huh7 NPC1 promoter luciferase reporter, 24 h. Potency, µM (highest dose often 9.22 µM), inactives show at the highest dose activation, usual class: activators. hit rate 2.4% among 320,000. AID 485313;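 further: potency means the concentration at half of the fitted maximal effect; % of control where 0% means no effect; nearly all actives have a fitted effect of over 60% in size; reporter is driven by a mutant NPC1 promoter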
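Cells: Huh7 expressing luciferase under the NPC1 promoter, 1500/well. Seeded 2 h, compound added, incubated 24 h at 37 °C. Luciferase reagent, 10 min ambient, then luminescence.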
Menin-MLL TR inh = inhibitors of human menin-MLL interaction, mutant MLL peptide; O00255; Menin + Texas Red MLL mutant peptide, fluorescence polarization; Potency, µM (highest dose often 61.6 µM), inactives show at the highest dose FP activity change, negative = inhibition, usual class: inhibitors; hit rate 0.23% among 270,000; AID 1768; active means well fitted inhibition curve with a large enough effect in the polarisation, with a control signal flat, not every such curve was filed as active; inconclusive means small, poorly fitted or top-dose-only effect, or effect the other way, or a change in a side signal; inactive means no such curve, though single readings can be large or run the other way; the % refers to the polarisation; further: potency means the concentration at half of the fitted maximal effect; % of control where 0% means no effect; many of its hits are not listed in these tables
p53 reactivation = restores transcriptional activity of mutant p53. Potency, µM (doses to about 92.2 µM), for the others: at the highest dose activity change, positive = activation, most hits filed as activators. H1299 p53-A138V BP100-luciferase reporter, luminescence, 24 h. hit rate 0.063% among 320,000; further: potency means the concentration at half of the fitted maximal effect; % of control where 0% means no effect; nearly all actives have a fitted effect of over 45% in size
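p53-null H1299 cells stably carrying temperature-sensitive p53-A138V and a BP100-luciferase reporter were pinned with compounds (4-point, 1:5 series) and held 24 hrs at 37 deg C. Luminescence was read 10 min after detection reagent.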
BRCA1 expr act = BRCA1 expression activation | Potency, µM (titrated, usually from 46.1 µM), inactives show top-dose activation, most hits filed as activators | MCF7-BRCA1-FFLuc reporter, luminescence, 48 h; response scale: scaled: vehicle 0%, 10 µM genistein 100% | AID 624202 | hit rate 1.1% among 380,000; further: potency means the concentration at half of the fitted maximal effect; nearly all actives have a fitted effect of over 80% in size; some results filed as inactive show a strong effect at the top dose
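Cells: MCF7-BRCA1-FFLuc, 2000/well. Exposure: 48 h, 37 °C, 5% CO2. Read: luminescence, 15 min post-substrate. Controls: genistein 10 microM (maximal activation), DMSO (neutral).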
FLuc counter = inhibits or activates purified firefly luciferase, miR-21 counter-screen; purified FLuc, Km substrates, luminescence inhibition; AID 588342; hit rate 6.9% among 360,000; Potency, µM (highest dose often 57.5 µM), for the others: at the top dose activity change, negative = inhibition, actives largely listed as inhibitors;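 further: potency means the concentration at half of the fitted maximal effect; plate controls were vehicle for no effect and reference inhibitor for full effect; nearly all actives have a fitted effect of over 55% in size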
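Purified P. pyralis luciferase (10nM final) with 10uM D-luciferin and 10uM ATP (Km levels) in 50mM Tris acetate pH 7.5, 10mM Mg acetate, 0.01% Tween-20, 0.05% BSA; qHTS 6-point titration, ~60 µM downward; luminescence read.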
RORg inh = blocks mouse ROR gamma transcriptional activity | hit rate 5.4% among 310,000 | AID 2551 | Drosophila S2 Gal4-RORgamma UAS-luciferase reporter, 20 h | Potency, µM (top dose mostly 53.6 µM), inactives show at the top dose activity change, negative = inhibition, actives largely listed as inhibitors; further: potency means the concentration at half of the fitted maximal effect; on the % scale 0 is the no-effect control and ±100 the full control effect; nearly all actives have a fitted effect of over 60% in size
Target sequence (P51450 whole entry, looked up, the tested form may be a part): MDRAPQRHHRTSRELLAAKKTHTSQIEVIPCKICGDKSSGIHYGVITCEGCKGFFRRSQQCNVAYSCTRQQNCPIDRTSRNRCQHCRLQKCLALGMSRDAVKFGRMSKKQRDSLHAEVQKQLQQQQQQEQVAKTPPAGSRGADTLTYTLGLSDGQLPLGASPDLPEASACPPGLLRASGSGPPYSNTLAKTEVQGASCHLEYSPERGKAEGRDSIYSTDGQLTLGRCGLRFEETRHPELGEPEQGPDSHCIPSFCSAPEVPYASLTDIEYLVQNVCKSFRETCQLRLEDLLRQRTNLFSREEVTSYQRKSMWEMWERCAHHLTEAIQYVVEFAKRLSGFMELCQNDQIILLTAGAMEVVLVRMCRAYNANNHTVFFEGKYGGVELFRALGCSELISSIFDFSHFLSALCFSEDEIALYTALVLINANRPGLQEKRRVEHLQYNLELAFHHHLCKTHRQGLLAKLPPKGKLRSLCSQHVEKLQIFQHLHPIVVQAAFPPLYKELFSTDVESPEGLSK
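Drosophila Schneider cells stably carrying a metallothionein-driven Gal4 DBD–ROR gamma fusion and a UAS-Photinus luciferase reporter were exposed to compound for 1 hr, then induced with copper sulfate (700 uM final) for 20 hr at ambient temperature before luminescence reading.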
Starred values were filed as active, the others as inactive; ? = inconclusive; . = not tested or not shown; [ ] = dose if it differs, or a comment. Unless noted, the call rests on the fitted dose curve; in most records, active means well fitted curve in the direction sought with a large enough effect; inconclusive means small, poorly fitted or top-dose-only effect, or another doubt; inactive means no such curve, though single readings can be large; an effect the other way counts as inactive or inconclusive. Only part of the results is shown; count on the stated rates, not on these rows.

mol	VP16 counter	RORg inh	PKM2 activator	p53 reactivation	ELG1 genotoxic	Menin-MLL TR inh	FLuc counter	NPC1 prom act	Giardia kill	BRCA1 expr act	Rab9 prom act
O=C1CN(C(=O)/C=C/c2ccc(Cl)cc2)c2ccccc2N1	3%	-2%	1%	-1%	-3%	-22%	-18%	-6%	2	0%	0%
CC(=O)Nc1ccc(S(=O)(=O)Nc2nc(-c3ccc(C(C)(C)C)cc3)cs2)cc1	-4%	12%	5%	12%	4%	10%	?	-2%	13	1%	-2%
O=[N+]([O-])c1ccc(C(O)CN=Cc2ccc(O)cc2O)cc1 (configuration not stated)	?	?	0%	8%	-6%	?	-15%	0%	-9	-44%	0%
CCC1CCCCN1C(=O)Nc1cc(Cl)ccc1OC (configuration not stated)	-4%	-9%	26%	1%	1%	13%	-3%	0%	4	37%	0%
O=S(=O)(c1ccccc1)N1CCC(n2cnc3ccccc32)CC1	-18%	23%	.	-2%	-12%	-19%	1%	-1%	0	-19%	-1%
Nc1nonc1/C(=N/O)N1CCN(CCO)CC1	14%	-6%	-2%	-2%	6%	11%	2%	1%	-4	8%	7%
COc1ccc(N2CCN(CCCNC(=O)C3CCN(S(=O)(=O)N4CCOCC4)CC3)CC2)cc1	-6%	15%	-1%	-3%	1%	-7%	2%	-1%	-16	4%	-3%
CC1O[C@@H](O[C@H](C)CC/C=C/C(=O)O)C(O)C[C@H]1O (some centres not stated)	.	.	.	0%	4%	.	-1%	-2%	-21	3%	-1%
O=C(OCc1ccccc1)Oc1cncc(C(=O)O)c1	-10%	-2%	-1%	.	.	36%[activator]	-3%	.	-2	-6%	.
Cc1ccccc1OCC(=O)NCC(=O)N/N=C/c1cccc([N+](=O)[O-])c1	-10%[10 µM]	-1%	0%	2%	-4%	7%	0%	-3%	.	.	-9%
CCCN1CCCC[C@H]1C(=O)Nc1c(C)cccc1C	-13%	-3%[10 µM]	.	.	.	-28%	.	.	6	-1%	.
COc1cccc(NC(=O)c2sc(Cl)nc2C)c1	26%	15%[1.91 µM]	0%	9%	6%	4%	?	7%	2	46%	4%
O=C(Nc1ccc(Cl)cc1)N1CCN(c2ccccc2)CC1	0%	8%	0%	3%	-2%	-5%	?	4%	-14	31%	11%
O=C(CCCCC(=O)NC1CCCC1)NC1CCCC1	-16%	-20%	-2%	-8%	-1%	-13%	-2%	-2%	3	-19%	1%
CSc1nsc(SCCN2C(=O)c3ccccc3C2=O)n1	0%	25%	-1%	2%	-1%	-6%	3%[2.3 µM]	0%	2	12%	14%
CCc1nc2sccc2c(=O)n1N	-9%	3%	3%	-2%	-1%	4%	-2%	-6%	16	0%	3%
CCn1cc(CNC(=O)CCSc2nc(-c3ccco3)cc(C(F)(F)F)n2)cn1	1%	0%	-1%	-1%	-3%	4%	1%	-4%	14	-66%	-1%
N#C/C(=C\c1cccc([N+](=O)[O-])c1)c1ccccn1	9%	38%	-2%	27%	?	-1%	-10%	0%	?	-10%	?
CCCCn1c(N)c(N(CC(C)C)C(=O)COC(=O)c2ccccc2NCCO)c(=O)[nH]c1=O	.	.	.	-2%	1%	.	2%	-2%	4	1%	0%
COc1cc(C2N(c3ccccc3)CCN2c2ccccc2)cc(OC)c1OC	14%	21%	0%	1%	9%	-12%	-1%	-1%	12	19%	12%
CCC1SC(CC)C(=O)N(CC(=O)NCCc2ccccc2)C1=O (configuration not stated)	6%	23%	1%	20%	0%	-1%	-3%	3%	-2	-2%	-4%
C=CCNC(=O)C1CCN(c2c([N+](=O)[O-])cc(C(F)(F)F)cc2[N+](=O)[O-])CC1	-10%	-14%	-8%	1%	-3%	18%	10%	-4%	-21	1%	0%
CC1CCCC(NC(=O)NC(=O)COC(=O)C2=NN(c3ccccc3)C(=O)CC2)C1C (configuration not stated)	.	.	.	1%	-2%	.	4%	0%	14	0%	-1%
Cc1ccc(F)cc1NS(=O)(=O)c1ccc(Cl)s1	.	.	.	-4%	-5%	.	5%	-1%	2	-29%	-3%
COc1ccc(OC(=O)C(C)N2C(=O)c3ccccc3C2=O)cc1 (configuration not stated)	-5%	-18%[1.91 µM]	1%	.	0%	1%	2%	-4%	23	-9%	-4%
CC1(NC(=O)CC[N+](C)(C)CCO)CS(=O)(=O)CC1S(=O)(=O)[O-] (configuration not stated)	0%	22%[10 µM]	1%	5%	5%	-16%	1%	1%	.	.	1%
Cc1ccc(S(=O)(=O)/N=C2/NC(=O)/C(=C/c3cccnc3)S2)cc1	-3%	-16%	-10%	-5%	12%	73%[activator]	-1%	-1%	-18	-57%	-2%
CN(C)S(=O)(=O)n1cc(/C=C(\NC(=O)c2ccccc2Cl)C(=O)N2CCOCC2)c2ccccc21	4%	-22%	.	9%	?	9%	1%	1%	-16	0%	2%
CCOc1cc(/C=C2\C(=O)ON=C2c2ccccc2)ccc1OC	-20%	10%	.	-2%	?	?	?	-1%	6	-26%	-5%[1.84 µM]
CN(C)CCCN(C(=O)c1ccco1)c1nc2ccc(Br)cc2s1	-11%	-25%	-4%	14%	11%	-19%	-9%	-7%	-14	-34%	-7%
Cc1cc(=O)[nH]c(CN2CCOCC2)n1	8%	2%	-7%	12%	1%	-14%	1%	0%	16	-1%	0%
Cc1ccccc1OCC(=O)Nc1ccc(NC(=O)c2ccco2)cc1	13%	-10%	-7%	6%	9%	-2%	-1%	1%	12	34%	12%
CCCc1c2c(cc3c(=O)cc(C(=O)OCC)oc13)CCCC2	1%	-16%	.	3%	-3%	-14%	0%	-2%	18	-9%	-7%
CNC(=O)c1cc(-c2ccc(Cl)cc2)n(-c2ccccc2)n1	-2%	21%	.	-9%	-1%	?	0%	-4%	-8	-14%	-2%
Cc1ccc(NC(=O)[C@H](C)NC(=O)C2CCN(C(=O)[C@@H](NC(=O)OC(C)(C)C)C(C)C)CC2)cc1	-15%	0%	.	-3%	0%	?	-2%	-3%	-8	-18%	-1%
CC(=O)N/C(=C/c1ccc2c(c1)OCO2)C(=O)NCCCO	-2%	0%	-1%	4%	-3%	12%	-1%	-2%	-8	4%	0%
Cc1ccc(C(C)C)c(OCC(=O)NN=C2CCCCCCC2)c1	?	?	-1%	8%	-2%	-13%	0%	1%	?	-58%	-4%
Cc1cc(C(=O)CSc2nnc(-c3ccc(Cl)cc3)n2CC2CCCO2)c(C)n1C (configuration not stated)	-6%	2%	1%	-1%	-1%	-10%	-5%	-3%	14	1%	-2%
COc1ccc(C(CNC(=O)c2cccc(Br)c2)N2CCCC2)cc1 (configuration not stated)	4%	17%	1%	-2%	-4%	-1%	2%	-2%	3	-44%	-5%
CCCCn1c(N)c(N(CC(C)C)C(=O)CCCc2nc3ccccc3c(=O)[nH]2)c(=O)[nH]c1=O	.	.	.	0%	-3%	.	2%	-1%	-8	4%	-3%
CC(Sc1nnc(CN2CCCC2)n1Cc1ccccc1)C(=O)Nc1ccc(F)cc1 (configuration not stated)	-3%	-18%	-2%	10%	-3%	.	0%	-5%	-15	-5%	13%
CN(C)c1nc(Nc2ccc(F)cc2)nc(Oc2ccc(F)cc2)n1	-13%	57%	2%	.	-6%	9%	-3%	-1%	-27	-35%	-6%
CCC1Oc2ccc(C)cc2N(CC(=O)N2CCN(c3ccc(F)cc3)CC2)C1=O (configuration not stated)	0%	14%	-2%	-2%	-4%	-19%	-2%	1%	-12	3%	-1%
CC1CCCCC1NC(=O)CSc1nnc(CC(=O)Nc2ccccc2F)n1C (configuration not stated)	3%	-15%	-6%	2%	-2%	-1%	2%	1%	18	0%	0%
Cc1cc2oc(=O)cc(CN(C)Cc3ccccc3)c2cc1C(C)C	2%	13%	.	1%	-6%	?	6%	-2%	17	-9%	-2%[1.84 µM]
CC(NC(=O)c1ccccc1F)C1CC1 (configuration not stated)	6%	4%	3%	0%	6%	9%	-1%	1%	8	2%	-2%
O=c1oc2ccccc2c(Nc2cc3ccccc3cc2O)c1[N+](=O)[O-]	-8%	-10%	3%	?	7%	?	12µM*	?	-9	-21%	?
COc1nc(-c2ccc(Cl)cc2Cl)nc2ccccc12	20%	40%	-1%	.	12%	-14%	-3%	13%	12	-1%	7%
